BLM inh: Bloom syndrome helicase (human) inhibition | P54132 | recombinant BLM DNA unwinding, fluorescence dequenching | Potency, µM (highest dose often 56.1 µM), for inactives: at the highest dose activity change, negative = inhibition, hits mostly inhibitors | 350,000 compounds, 0.2% hits | AID 2528;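 further: plate controls were vehicle for no effect and no enzyme for full effect; nearly all actives have a fitted effect of over 35% in size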
POLH inh: inhibitors of human DNA polymerase eta | recombinant Pol eta, fluorescent DNA replication assay | AID 588591 | Potency, µM (doses to about 114 µM), for inactives: top-dose activity change, negative = inhibition, actives largely listed as inhibitors | 390,000 compounds, 1.2% hits | Q9Y253; further: on the % scale 0 is the no-effect control and ±100 the full control effect
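Pol eta (10 nM) was preincubated with compounds for 15 min at room temperature, after which fluorescent replication substrate (50 nM final) was added to start the reaction. Fluorescence was read kinetically at 0 and 10 min.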
BAZ2B inh: BAZ2B (human) inhibition; AlphaScreen BAZ2B-H3K14Ac peptide displacement; AID 504333; Potency, µM (top dose mostly 114 µM), for inactives: at the top dose activity change, negative = inhibition, actives largely listed as inhibitors; Q9UIF8; 360,000 compounds, 4.4% hits; further: on the % scale 0 is the no-effect control and ±100 the full control effect; nearly all actives have a fitted effect of over 60% in size
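BAZ2B 50 nM plus b-H3(5-23)K14Ac 50 nM, PBS pH 7.4/0.01% Tween-20, 30 min RT; compound added (max 110 uM), 30 min RT; streptavidin donor/Ni-chelate acceptor beads 10 ug/mL final, 20 min dark; AlphaScreen read.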
POLK inh: blocks human DNA polymerase kappa activity. AID 588579. 400,000 compounds, 0.53% hits. Q9UBT6. Potency, µM (titrated, usually from 107 µM), without a hit: at the highest dose activity, negative = inhibition, hits mostly inhibitors. purified Pol kappa, fluorescent DNA synthesis assay, 10 min; further: on the % scale 0 is the no-effect control and ±100 the full control effect
Target sequence (Q9UBT6 whole entry, looked up): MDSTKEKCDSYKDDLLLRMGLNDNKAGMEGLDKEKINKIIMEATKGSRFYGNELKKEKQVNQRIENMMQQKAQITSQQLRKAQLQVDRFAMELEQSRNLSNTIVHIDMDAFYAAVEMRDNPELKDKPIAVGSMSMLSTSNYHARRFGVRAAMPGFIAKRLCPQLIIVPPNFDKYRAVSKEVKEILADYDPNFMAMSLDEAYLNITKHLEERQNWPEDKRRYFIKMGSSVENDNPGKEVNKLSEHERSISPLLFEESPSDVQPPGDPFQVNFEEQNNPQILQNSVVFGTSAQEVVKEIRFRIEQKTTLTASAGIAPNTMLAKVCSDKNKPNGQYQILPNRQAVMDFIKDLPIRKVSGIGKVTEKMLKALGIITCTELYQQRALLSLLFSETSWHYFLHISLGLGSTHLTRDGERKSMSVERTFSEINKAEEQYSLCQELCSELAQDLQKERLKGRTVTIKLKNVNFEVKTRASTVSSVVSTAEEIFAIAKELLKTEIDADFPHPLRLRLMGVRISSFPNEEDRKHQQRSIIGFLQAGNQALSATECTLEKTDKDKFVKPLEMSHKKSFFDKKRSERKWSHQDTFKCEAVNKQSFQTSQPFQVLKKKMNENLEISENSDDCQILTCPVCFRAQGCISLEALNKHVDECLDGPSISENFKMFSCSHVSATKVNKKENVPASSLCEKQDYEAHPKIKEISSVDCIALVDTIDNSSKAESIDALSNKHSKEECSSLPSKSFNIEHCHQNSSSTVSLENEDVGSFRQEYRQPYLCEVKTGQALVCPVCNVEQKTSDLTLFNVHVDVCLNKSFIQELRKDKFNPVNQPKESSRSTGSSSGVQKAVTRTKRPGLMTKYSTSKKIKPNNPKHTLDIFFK
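Pol kappa 10 nM + cpd, 15 min RT; start w/ substrate 50 nM final; fluorescence kinetic read, 0 and 10 min. Neg ctrl: buffer, no enzyme.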
JMJD2A Tudor inh: JMJD2A Tudor domain (human) inhibition | 390,000 compounds, 4.4% hits | AID 504339 | AlphaScreen JMJD2A-Tudor / H3K4me3 peptide binding | Potency, µM (highest dose often 114 µM), for inactives: at the top dose activity change, negative = inhibition, hits mostly inhibitors | O75164; further: on the % scale 0 is the no-effect control and ±100 the full control effect; nearly all actives have a fitted effect of over 50% in size
G9a block: G9a (human) methyltransferase inhibition; 350,000 compounds, 8.8% hits; Potency, µM (highest dose often 102 µM), without a hit: top-dose activity, negative = inhibition, actives largely listed as inhibitors; AID 504332; G9a H3K9 monomethylation, AlphaScreen, 2 h; further: on the % scale 0 is the no-effect control and ±100 the full control effect; nearly all actives have a fitted effect of over 75% in size
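AlphaScreen read-out: biotin-H3K9 peptide (500 nM) methylation by 20 nM enzyme with 20 uM SAM, 2 h at room temperature after 15 min compound preincubation; anti-monomethyl H3K9 antibody plus donor/acceptor beads, 10 min dark.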
Pol iota inh: blocks human DNA polymerase iota activity; Q9UNA4; 390,000 compounds, 1% hits; Pol iota fluorescent replication assay, 10 min; AID 588590; Potency, µM (doses to about 115 µM), inactives show at the highest dose activity, negative = inhibition, usual class: inhibitors
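Pol iota at 10 nM preincubated 15 min with compounds at room temperature; reaction started with fluorescent substrate, 50 nM final. Fluorescence read kinetically at 0 and 10 min; buffer-only wells as negative control.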
POLB inh: blocks human DNA polymerase beta activity | P06746 | Pol beta primer extension/strand displacement, fluorescence kinetic | Potency, µM (top dose mostly 114 µM), for inactives: at the top dose activity change, negative = inhibition, usual class: inhibitors | 340,000 compounds, 1.3% hits | AID 485314; further: on the % scale 0 is the no-effect control and ±100 the full control effect
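Enzyme-only controls used 10 nM Pol beta; buffer lacking enzyme served as negative control. Compound preincubated 15 min, then 50 nM substrate added; 0 and 10 min reads at room temperature.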
APE1 inh: APE1 (human) endonuclease inhibition; P27695; recombinant APE1, TAMRA/BHQ-2 abasic DNA cleavage fluorescence; Potency, µM (titrated, usually from 65.8 µM), for inactives: at the top dose activity change, negative = inhibition, usual class: inhibitors; 350,000 compounds, 0.35% hits;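 further: plate controls were vehicle for no effect and reference inhibitor for full effect; nearly all actives have a fitted effect of over 55% in size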
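Step 1: APE1 (0.75 nM) with compound, 15 min RT. Step 2: add 50 nM fluorophore/quencher THF duplex. Step 3: three fluorescence reads 60 s apart (525/598 nm); read 3 minus read 1 = reaction progress.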
Numbers without * were called inactive; ? = inconclusive; / = no result given; [ ] = remark or other dose. The call rests on the fitted dose curve; in most records, active means well fitted curve in the direction sought with a large enough effect; inconclusive means small, poorly fitted or top-dose-only effect, or another doubt; inactive means no such curve, though single readings can be large; an effect the other way counts as inactive or inconclusive. Potency means the concentration at half of the fitted maximal effect.

SMILES	BLM inh	POLH inh	BAZ2B inh	POLK inh	JMJD2A Tudor inh	G9a block	Pol iota inh	POLB inh	APE1 inh
COC(=O)[C@H](Cc1ccccc1)NC(=O)NCCc1ccccc1F	-4.7%	-19.7%	0.9%	0.0%	12.7%	3.7%	-15.7%	-1.2%	22.3%
OCCNc1nc(N2CCN(c3ccccc3)CC2)nc2ccccc12	3.4%	-9.5%	-33.4%	1.5%	-24.6%	79.4µM*	?	0.4%	17.2%
O=C(CCC(=O)c1ccccc1)Nc1ccc(C(=O)O)cc1	-4.6%	-13.1%	-25.6%	2.5%	-0.7%	8.3%[59 µM]	?	1.6%	48.7%[activator]
Cc1ccccc1N(CC(=O)NCc1ccco1)C(=O)CCC(=O)Nc1nccs1	-1.3%	-24.6%	-2.9%	-0.1%	-3.7%	5.6%	85.3%[activator]	39.1%	-2.4%
Fc1cccc(CSc2ccc(-c3ccco3)nn2)c1	-18.0%	-13.0%	-35.8%	-4.8%	-11.8%	?	1.8%	?	0.7%
COc1ccc(NC(=O)COC(=O)COc2ccc(Br)cc2)cc1	-6.9%	-3.1%	-13.5%	-7.6%	-7.8%	1.2%	30.9%[activator]	-21.2%	-0.9%
CCNc1ccc([N+](=O)[O-])cc1	-0.8%	1.5%	-19.1%	-18.3%	-16.2%	3.4%	14.2%	10.6%	?
Cc1ccc(CNc2ncccc2-c2nc(-c3ccc(Cl)cc3)no2)cc1	-1.1%	-23.2%	3.0%	1.4%	-3.6%	-37.1%[59 µM]	28.1%	?	/
CCOC(=O)c1[nH]c(=O)[nH]c1CNc1ccccc1C#N	-8.4%	-17.9%	-7.0%	2.1%	-9.5%	-5.9%	118.3%[activator]	2.1%	18.3%
COc1ccc(NC(=O)NC2CCN(C(C)C)CC2)c(OC)c1	-0.4%	-7.4%	5.5%	-7.3%	4.5%	-12.3%	-25.3%	2.2%	8.5%
O=C(Nc1ccc(OC(F)F)c(Cl)c1)[C@@H]1CCCN1C(=O)c1cccs1	2.2%	-7.5%	-2.9%	-2.3%	1.7%	35.1%[59 µM]	148.0%[activator]	8.5%	-1.9%
Cc1ccc(Cl)cc1NC(=O)Cn1c(=O)cc(C)c2c(C)nn(C)c21	-5.5%	-19.8%	-25.2%	4.4%	?	-2.7%[59 µM]	24.1%	4.8%	/
CC(NC(=O)c1ccccc1F)C(=O)O (stereo unspecified)	2.0%	2.9%	-2.1%	-12.3%	0.3%	-0.2%[12.7 µM]	6.8%	7.7%	7.4%
Cc1cc(=O)oc2c3c(cc(OCC(=O)Nc4ccc(CCO)cc4)c12)OC(C)(C)CC3	3.1%	-14.5%	-5.5%	-0.2%	-19.7%	11.7%[12.7 µM]	17.9%	2.3%	25.0%
Cc1ccc(NC(=O)c2ccc(NCC3CCCO3)c([N+](=O)[O-])c2)cc1Cl (stereo unspecified)	-7.6%	7.5%	?	-8.5%	-22.9%	14.0%[12.7 µM]	-4.3%	13.1%	-8.1%
O=C(COC(=O)c1ccccc1)Nc1ccc(Cl)cn1	3.3%	-0.2%	13.0%	-5.3%	-13.3%	-1.4%	-17.3%	25.7%	22.4%
CCc1nnc(NC(=O)C2CC(=O)N(c3ccc4c(c3)OCCO4)C2)s1 (stereo unspecified)	-13.9%	-6.2%	-8.4%	-5.4%	25.1µM*	10µM*	-2.2%	20.3%	21.7%
O=C(N/N=C/c1ccc([N+](=O)[O-])o1)c1ccncc1	-1.5%	-15.8%	-19.6%	-13.4%	0.3%	?	?	-19.4%	1.5%
Cc1ccc(OCC(=O)N/N=C/c2cccn2C)cc1	1.9%	0.5%	?	-6.5%	-33.3%	26.1%[59 µM]	6.8%	8.9%	-1.3%
Cc1cc(NC(=O)CSCC(=O)Nc2cc(C(F)(F)F)ccc2N2CCCC2)no1	/	-11.6%	8.2%	-28.8%	-14.5%	19.8%[0.501 µM]	-15.0%	/	4.1%
Cc1csc2nc(COc3ccccc3NC(=O)c3ccccc3Cl)cc(=O)n12	1.1%	-4.3%	-12.0%	-13.4%	-1.3%	-7.4%[59 µM]	18.5%	1.3%	/
CC(C)COC(=O)N1CCN(S(=O)(=O)c2ccc3c(c2)CCC3)CC1	/	?	2.2%	-12.1%	5.3%	-4.6%[12.7 µM]	-4.7%	/	-1.0%
Fc1ccccc1NC(=S)N1CCN(C/C=C/c2ccccc2)CC1	-6.1%	-20.5%	-35.8%	-10.1%	-28.9%	-22.5%	14.6%	3.0%	-1.2%
Cc1onc(C(=O)Nc2ccc3c(c2)OCO3)c1[N+](=O)[O-]	-2.6%	-12.7%	-9.9%	4.6%	-2.5%	/	50.3%[activator]	-18.3%	-4.0%
COc1ccc(OC)c(S(=O)(=O)n2cnc3ccccc32)c1	3.8%	-1.4%	-3.4%	3.0%	-9.8%	/	7.5%	26.7%	-0.4%
CC1(C)c2[nH]c3ccccc3c2C[C@@H]2C(=O)N(Cc3ccccc3Cl)C(=O)N21	/	-0.8%	/	-11.8%	-19.7%	/	-23.9%	/	/
O=S(=O)(c1ccccc1)n1c(C(O)c2ccccn2)cc2ccccc21 (stereo unspecified)	-1.6%	-3.6%	-28.1%	4.2%	-15.2%	-13.5%[59 µM]	29.5%	21.0%	0.0%
Cc1ccc(S(=O)(=O)N(CC(O)CN2C(=O)NC(C)(C)C2=O)c2ccccc2)cc1 (stereo unspecified)	-1.9%	3.1%	0.1%[57.1 µM]	1.9%	-0.7%	-6.5%	6.4%	9.1%	-0.8%
O=C(CCCn1c(=O)c2cccn2c2ccc(F)cc21)NCc1ccc(Cl)cc1	-1.1%	-2.2%	-3.3%	0.8%	1.6%	8.6%[59 µM]	2.8%	17.4%	/
Cc1ccccc1C(=O)N1CCC2CC1c1cc(Cl)ccc12 (stereo unspecified)	/	-14.4%	/	-1.7%	2.1%	/	17.2%	/	/
O=C1CCCCN1CCC(=O)N1CCCC(Nc2ccccc2)C1 (stereo unspecified)	-0.7%	-2.4%	-14.4%	-5.8%	-5.4%	15.3%	?	28.4%	76.9%
CCC1CSC(Nc2ccc(C(=O)/C=C/c3ccc(Br)cc3)cc2)=N1 (stereo unspecified)	-15.1%	-24.2%	?	-2.0%	?	?	24.5%	3.6%	-2.0%
O=C1CCC2(C(=O)O)Sc3ccccc3N12 (stereo unspecified)	2.0%	9.8%	-9.5%	0.0%	-13.5%	0.4%[12.7 µM]	29.7%	28.6%	12.4%
Cn1c(=O)c(-[n+]2ccccc2)c([O-])c2ccccc21	2.4%	-23.6%	-2.3%	-4.9%	-2.5%	-15.4%	-2.6%	9.6%	5.7%
COCCn1c(SCC(=O)N(C(C)C)C(C)C)nnc1-c1cc2ccccc2cc1O	-3.2%	-18.6%	-11.2%	-10.3%	5.2%	?	-0.2%	49.0%	11.2%
CC(CC(=O)NC(C)c1ccc2c(c1)OCCO2)c1ccccc1 (stereo unspecified)	-4.7%	-12.0%	-17.3%	2.2%	-2.7%	-24.5%[59 µM]	13.4%	4.3%	4.4%
O=[N+]([O-])/C=C/c1cn(Cc2ccc(Cl)cc2)c2ccccc12	-5.3%	-4.7%	-6.8%	-7.0%	-26.0%	12.9%[59 µM]	15.4%	-6.2%	-7.0%
Cc1ccc2cc(CN(Cc3ccco3)S(=O)(=O)c3c(C)ccc4nsnc34)c(=O)[nH]c2c1	-12.0%	-4.3%	?	-9.4%	?	?	15.4%	-1.7%	-3.0%
CN(C)S(=O)(=O)c1ccc2c(c1)C(=O)c1cc(S(=O)(=O)N(C)C)ccc1CC2	/	-21.8%	8.4%	-13.0%	-23.2%	14.4%[0.501 µM]	18.3%	/	-15.1%
c1ccc2sc(N3CCCN(Cc4nc(-c5cnccn5)no4)CC3)nc2c1	-1.3%	-15.8%	1.5%	7.5%	-2.8%	-30.8%	19.3%	10.4%	5.8%
CC(=O)Nc1ccc(OCCC[n+]2cccc(C(=O)[O-])c2)cc1	-4.6%	-20.3%	-20.7%	2.8%	-2.8%	-10.0%	26.7%	32.7%	-1.8%
CN(C)c1c(N)c(=O)oc2ccccc12	3.0%	-2.9%	?	-5.5%	-23.9%	/	-1.8%	2.6%	20.5%
COc1cccc(N(C(=O)Cn2nnc(-c3cccs3)n2)C(C(=O)NC(C)C)c2ccc(C)o2)c1 (stereo unspecified)	-1.0%	5.2%	0.6%[57.1 µM]	-2.7%	-1.3%	0.4%[59 µM]	10.7%	10.4%	-1.0%
Cc1ccccc1-n1nnnc1SCC(=O)NC1CC1	/	-20.7%	/	-12.5%	-12.4%	/	49.9%[activator]	/	28.0%
CCO[C@@H]1OC(C(=O)NCc2nc3ccccc3[nH]2)=C[C@H](c2csc3ccccc23)[C@H]1CCCO	-6.3%	-5.2%	-20.8%	-6.3%	-34.5%	-3.5%[59 µM]	-7.7%	24.5%	16.3%

Three entries already listed, sorted by their value in POLH inh, largest number first:
SMILES	BLM inh	POLH inh	BAZ2B inh	POLK inh	JMJD2A Tudor inh	G9a block	Pol iota inh	POLB inh	APE1 inh
O=C1CCC2(C(=O)O)Sc3ccccc3N12 (stereo unspecified)	2.0%	9.8%	-9.5%	0.0%	-13.5%	0.4%[12.7 µM]	29.7%	28.6%	12.4%
O=[N+]([O-])/C=C/c1cn(Cc2ccc(Cl)cc2)c2ccccc12	-5.3%	-4.7%	-6.8%	-7.0%	-26.0%	12.9%[59 µM]	15.4%	-6.2%	-7.0%
COCCn1c(SCC(=O)N(C(C)C)C(C)C)nnc1-c1cc2ccccc2cc1O	-3.2%	-18.6%	-11.2%	-10.3%	5.2%	?	-0.2%	49.0%	11.2%

The list continues.
SMILES	BLM inh	POLH inh	BAZ2B inh	POLK inh	JMJD2A Tudor inh	G9a block	Pol iota inh	POLB inh	APE1 inh
CCOc1ccccc1N1CCN(Cc2ccco2)CC1	-1.8%	-10.3%	50.1µM*	-2.6%	3.55µM*	-6.0%[12.7 µM]	-11.2%	-9.6%	-1.1%
CCOC(=O)c1c(CSc2cccs2)n(C)c2cc(Br)c(O)c(CN(C)C)c12	-14.8%	-11.6%	39.8µM*	-4.4%	63.1µM*	/	-20.8%	-16.3%	?
Cc1ccc(N2C(=O)c3ccccc3C2=O)cc1	-3.3%	-6.1%	-9.9%	3.4%	0.0%	/	65.0%[activator]	28.6%	11.2%
COc1ccc(OC)c(CCNC(=O)CC2(CC3=NS(=O)(=O)c4ccccc4N3)CCCC2)c1	-3.4%	-18.2%	?	-3.7%	-29.7%	/	13.5%	0.6%	-9.9%

Source: PubChem

These rows are one share of the data, so the mix of outcomes need not match the whole.
